Source: PubChem BioAssay
FLuc stim CS: FLuc activators, initial screening, artefact control for FLuc-dependent activation tests, biochemical, ATPlite luminescence | ATPlite luciferase biochemical, 10 min; 0 = ATP-free wells, 1 = DMSO control | activation factor at 10 µM | 200,000 tested, under 10 active | Luciferin 4-monooxygenase (Photinus pyralis), P08659;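 active = luciferase activation factor, scaled between plate controls, of at least 2 with compound at 10 µM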
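test system = cell-free luciferase reagent | medium = PBS as buffer for the ATP substrate | dosing = test compounds dosed from 2 mM stocks in 100% DMSO | incubation = 10 min at ambient temperature | detection = luminescence measurement of luciferase light output | benchmarks = low control with PBS replacing ATP, high control enzyme plus ATP without compound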
APP transl inh: inhibitors of APP translation via 5'UTR reporter, primary screen, APP 5'UTR luciferase, SH-SY5Y cells; inhibition, % at 2 µM; SH-SY5Y APP 5'UTR-luciferase reporter, luminescence; 190,000 tested, 0.82% active;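 active = inhibition above a set limit, derived from the sample mean plus 3 SD, cut at about 45% in these data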; note: values of inactives mirror those of a sister screen read the other way
L major viab: Leishmania major promastigote growth inhibition, primary screen. inhibition, % at 10 µM. AID 1063, 2008. 200,000 tested, 9% active. Leishmania major promastigotes, resazurin fluorescence viability; in the data active = inhibition above about 50%;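 note: promastigotes grown with compound for 44 hours at 28 °C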
RAM inhibit: inhibitors of the yeast RAM network, primary screen, dse1pr::URA3 reporter, 5-FOA selection. inhibition, % at 50 µM. 190,000 tested, 1.8% active. S. cerevisiae dse1pr::URA3 reporter, 5-FOA growth OD615, 2 d; analog-sensitive cbk1-as2 kinase mutant strain;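 active = inhibition above a set limit, 3 SD over mean compound inhibition, cut at about 8.4% in these data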;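 note: 0% = DMSO-only wells with no growth and 100% = 10 µM 1-NA-PP1 full growth; inhibition rescues growth on 5-FOA so higher OD means more RAM inhibition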
bIAP act: bovine intestinal alkaline phosphatase activators, primary screen, biochemical, bovine IAP, CDP-star luminescence | alkaline phosphatase, intestinal [Bos taurus] | purified bovine IAP, 30 min; hits give high values; fold of DMSO-control signal, blank-subtracted | activation factor at 20 µM | 200,000 tested, 0.17% active | AID 1016, 2008;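 active = activation factor of 2 or more at 20 µM, a signal rise over negative controls twice the positive control's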
TNAP inh hiacc: human TNAP enzyme inhibitors, primary screen, biochemical, luminescent, high phosphate acceptor level, uHTS | purified TNAP, CDP-star luminescence, 1 M DEA | 200,000 tested, 0.03% active | AID 1135, 2008 | Alkaline phosphatase, tissue-nonspecific isozyme (Homo sapiens), P05186 | inhibition, % at 20 µM;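 active = over 50% inhibition of tissue-nonspecific alkaline phosphatase at 20 µM in the single-dose screen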;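 note: plate controls were DMSO wells for no effect and EDTA-quenched wells as full inhibition for full effect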
Target sequence (P05186 whole entry, looked up): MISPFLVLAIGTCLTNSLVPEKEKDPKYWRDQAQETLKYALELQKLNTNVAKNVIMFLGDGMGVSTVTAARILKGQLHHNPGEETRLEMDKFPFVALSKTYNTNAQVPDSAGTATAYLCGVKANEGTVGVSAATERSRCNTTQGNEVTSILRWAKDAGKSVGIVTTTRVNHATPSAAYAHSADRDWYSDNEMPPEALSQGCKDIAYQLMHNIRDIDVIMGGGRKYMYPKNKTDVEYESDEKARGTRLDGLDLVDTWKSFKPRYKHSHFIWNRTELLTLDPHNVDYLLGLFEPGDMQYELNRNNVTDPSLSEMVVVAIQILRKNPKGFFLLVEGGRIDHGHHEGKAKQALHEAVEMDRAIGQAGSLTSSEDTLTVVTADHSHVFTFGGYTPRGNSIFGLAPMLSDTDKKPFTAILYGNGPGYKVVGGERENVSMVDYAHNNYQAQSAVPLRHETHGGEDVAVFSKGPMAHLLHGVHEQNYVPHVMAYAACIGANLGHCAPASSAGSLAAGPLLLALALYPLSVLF
FLuc inh counter: firefly luciferase enzyme inhibitors, primary screen, artefact control for luciferase-based inhibitor screens, biochemical, luminescence, ATPLite. inhibition, % at 10 µM. 10 min. 200,000 tested, 1.5% active. Luciferin 4-monooxygenase (Photinus pyralis), P08659;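 active = inhibition above about 50% when tested at 10 µM, limit read from the data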
TNAP act hi DEA: TNAP activators at high phosphate acceptor level, primary screen, biochemical, luminescence, uHTS; Alkaline phosphatase, tissue-nonspecific isozyme (Homo sapiens), P05186; purified TNAP, CDP-star luminescence, 1 M DEA, 30 min; hits give high values; 0 = EDTA background, 1 = DMSO-only activity; activation factor at 20 µM; 200,000 tested, under 10 active; AID 1136, 2008;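 active = activation factor at least 2 at 20 µM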
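Control set: EDTA negative control, DMSO positive control / Assay system: human TNAP / Quantity: TNAP 1/800 final / Evaluation: TNAP activation factor scaled between EDTA and DMSO control wells / Measured by: luminescent substrate turnover signal / Compound dosing: one dose, 20 µM / Times: 30 min enzyme reaction at room temperature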
TNAP inh no acc: human TNAP enzyme inhibitors, primary screen, biochemical, luminescent, no phosphate acceptor, uHTS; 200,000 tested, 0.26% active; Alkaline phosphatase, tissue-nonspecific isozyme (Homo sapiens), P05186; inhibition, % at 20 µM; purified TNAP, CDP-star luminescence, 30 min;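 active = tissue-nonspecific alkaline phosphatase inhibition above about 50% at 20 µM in the single-dose screen, limit read from the data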;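 note: 0% = DMSO negative control and 100% = EDTA positive control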
bIAP inh: bovine intestinal alkaline phosphatase inhibitors, primary screen, selectivity assay for TNAP inhibitor project, biochemical, bovine IAP, CDP-star luminescence; alkaline phosphatase, intestinal [Bos taurus]; purified bovine IAP, 30 min; AID 1019, 2008; inhibition, % at 20 µM; 190,000 tested, under 10 active;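 active = over 50% inhibition of intestinal alkaline phosphatase at 20 µM in the single-dose screen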
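Assay system – bovine IAP enzyme · Quantity – bovine IAP at 1/65,000,000 final dilution · Detection – CDP-star luminescence signal · Times – 30 min reaction at room temperature · Also added – CDP-star substrate at 30 µM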
An asterisk follows results filed as active.

no.	Compound	FLuc stim CS	APP transl inh	L major viab	RAM inhibit	bIAP act	TNAP inh hiacc	FLuc inh counter	TNAP act hi DEA	TNAP inh no acc	bIAP inh
1	COc1ccccc1NNC(=O)C(O)(c1ccccc1OC)c1ccccc1OC	1	6	2	0.9	0.9	1	0	1	-15	6
2	O=C(c1ccc2ccccc2c1)N1CCN(c2ccc(C(F)(F)F)cn2)CC1	1	-1	98*	4.1	1	-5	-4	1.1	-10	1
3	N#C/C(=C\C1=C(N2CCOCC2)C(=C/c2cccc([N+](=O)[O-])c2)/CC1)C(=O)Nc1ccccc1F	1	-9	-6	11*	1	41	4	0.6	38	0
4	COc1ccc(N/C(C)=C/C(=O)c2ccccc2)cc1	0.6	-23	-7	-0.3	1.1	-3	39	1	-5	-6
5	COCCOCCOCCC(=O)NC1CC2CCC1(C)C2(C)C (stereo not given)	1	3	-2	2.2	1	-6	-3	1.1	-8	2
6	O=C(Nc1ncc(S(=O)(=O)c2ccc([N+](=O)[O-])cc2)s1)c1ccc2ccccc2c1	1.1	6	99*	8.0	1.3	2	-8	1	-2	-31
7	Cc1nc(SCC(=O)Nc2cc(C)on2)c2c3c(sc2n1)CCCC3	1.1	11	1	4.4	1	-3	-5	1	-10	-3
8	Cc1cc(C)cc(Oc2nc3c(C)cccn3c(=O)c2/C=C(\C#N)C(=O)NC2CCS(=O)(=O)C2)c1 (stereo not given)	1	-14	34	1.6	1	6	-4	0.9	-10	3
9	COc1ccccc1NC(=S)N1CCN(Cc2ccc3c(c2)OCO3)CC1	1.1	-5	96*	1.0	1	1	-7	1	-13	-3
10	O=S(=O)(Nc1nc2ccccc2nc1Nc1cccc(S(=O)(=O)N2CCCCC2)c1)c1ccccc1	1	2	69*	5.4	0.9	-1	-4	1	-1	10
11	O=C(Nc1cc(C(F)(F)F)ccc1N1CCOCC1)c1n[nH]c(=O)c2ccccc12	1.1	-12	-4	4.8	0.9	-2	-8	1	-4	10
12	O=C(CCc1ccccc1)Nc1ccc(N2CCCCC2)cc1	1	-5	12	0.3	0.9	0	3	1	-5	12
13	O=C(NCc1cccs1)C1CC(c2ccc(F)cc2)=NO1 (stereo not given)	1	-26	-10	3.3	1	-2	-4	1	-11	-4
14	CCCCOCCCNC(=O)CN1C(=O)c2ccccc2C1=O	1	3	-2	0.9	1	-4	-1	1	-7	3
15	CC(C)CC(C(=O)Nc1oc(-c2ccco2)c(-c2ccco2)c1C#N)N1C(=O)c2ccccc2C1=O (stereo not given)	1.1	0	-8	3.2	1	-2	-5	1	-7	-2
16	COCCC(=O)Nc1ccc2c(c1)CN(C(=O)CCOC)CC2	1	13	-5	1.1	1	0	-3	1	-4	2
17	Cc1cccc(OCC(=O)Nc2cccc(O)c2)c1	0.9	-25	-3	1.3	0.9	-5	9	1	-14	12
18	CCN(CC)CCOC(c1ccccc1)c1ccc(C)cc1 (stereo not given)	1	2	96*	0.7	0.9	-5	-5	1	-7	6
19	CCCCCn1c(CNC(=O)CCC)nc2ccccc21	1.1	12	-3	-0.7	0.9	-4	-8	1	-4	14
20	Cc1ccc(C)c(NC(=S)NC2CC3CCC(C2)N3Cc2ccco2)c1 (stereo not given)	1	8	42	1.3	1.1	0	0	1	-5	-6
21	COC(=O)c1cccc(NC(=O)c2nn(C(C)C)c(=O)c3ccccc23)c1	1	-6	7	2.0	0.9	-4	-5	1	-5	12
22	CC(C)(C)c1ccc(CSc2nnc(-c3ccccn3)n2Cc2ccco2)cc1	1	-10	35	4.2	1	-6	-4	1.1	5	-3
23	S=C(NCCc1c[nH]c2ccccc12)NC1CCCC1	1	17	11	1.9	0.7	-2	-4	1	-2	26
24	COc1ccc(NC(=O)CNc2cccc(C#N)c2)cc1Cl	1.1	-12	3	1.9	0.8	-2	-7	1	-8	18
25	O=C(NCC1CCCO1)c1ccc(Oc2ccc([N+](=O)[O-])cc2)cc1 (stereo not given)	1.1	6	-3	0.8	1	-8	-9	1.1	-14	4
26	CC1CCc2sc(C(=O)Nc3nnc(SCc4ccc(F)cc4)s3)cc2C1 (stereo not given)	1.1	-10	-8	3.5	0.7	-5	-5	1	-9	32
27	O=C(O)c1ccc2c(c1)C(=O)N(c1ncccn1)C2=O	1	18	-4	2.1	1	2	-3	1	-2	3
28	O=C(NCCOc1ccccc1)c1n[nH]c(=O)c2ccccc12	1	5	1	3.8	0.9	3	1	1	-8	6
29	Cc1cc(C(=O)CSc2nn3c(=O)c(C(C)(C)C)nnc3s2)c(C)n1C	1	-7	6	2.3	1.1	-6	-4	1.1	-10	-11
30	CC(C)Sc1nc(NCc2ccco2)c2c3c(sc2n1)COC(C)(C)C3	1	-28	7	2.9	0.9	-7	-1	1.1	-15	6

11 of these compounds in another layout.
#19 CCCCCn1c(CNC(=O)CCC)nc2ccccc21
#20 Cc1ccc(C)c(NC(=S)NC2CC3CCC(C2)N3Cc2ccco2)c1 (stereo not given)
#21 COC(=O)c1cccc(NC(=O)c2nn(C(C)C)c(=O)c3ccccc23)c1
#22 CC(C)(C)c1ccc(CSc2nnc(-c3ccccn3)n2Cc2ccco2)cc1
#23 S=C(NCCc1c[nH]c2ccccc12)NC1CCCC1
#24 COc1ccc(NC(=O)CNc2cccc(C#N)c2)cc1Cl
#25 O=C(NCC1CCCO1)c1ccc(Oc2ccc([N+](=O)[O-])cc2)cc1 (stereo not given)
#26 CC1CCc2sc(C(=O)Nc3nnc(SCc4ccc(F)cc4)s3)cc2C1 (stereo not given)
#27 O=C(O)c1ccc2c(c1)C(=O)N(c1ncccn1)C2=O
#28 O=C(NCCOc1ccccc1)c1n[nH]c(=O)c2ccccc12
#29 Cc1cc(C(=O)CSc2nn3c(=O)c(C(C)(C)C)nnc3s2)c(C)n1C
assay / entry	19	20	21	22	23	24	25	26	27	28	29
FLuc stim CS	1.1	1	1	1	1	1.1	1.1	1.1	1	1	1
APP transl inh	12	8	-6	-10	17	-12	6	-10	18	5	-7
L major viab	-3	42	7	35	11	3	-3	-8	-4	1	6
RAM inhibit	-0.7	1.3	2.0	4.2	1.9	1.9	0.8	3.5	2.1	3.8	2.3
bIAP act	0.9	1.1	0.9	1	0.7	0.8	1	0.7	1	0.9	1.1
TNAP inh hiacc	-4	0	-4	-6	-2	-2	-8	-5	2	3	-6
FLuc inh counter	-8	0	-5	-4	-4	-7	-9	-5	-3	1	-4
TNAP act hi DEA	1	1	1	1.1	1	1	1.1	1	1	1	1.1
TNAP inh no acc	-4	-5	-5	5	-2	-8	-14	-9	-2	-8	-10
bIAP inh	14	-6	12	-3	26	18	4	32	3	6	-11

Additional records:
no.	Compound	FLuc stim CS	APP transl inh	L major viab	RAM inhibit	bIAP act	TNAP inh hiacc	FLuc inh counter	TNAP act hi DEA	TNAP inh no acc	bIAP inh
31	COc1ccc(C(C(N)=O)c2ncc(C(F)(F)F)cc2Cl)cc1 (stereo not given)	1	-3	-4	-0.5	1	-7	-3	1.1	-14	-4
32	CC(C)(C)CN1CCNC(=O)C1CC(=O)NCCc1ccccc1C(F)(F)F (stereo not given)	1	2	2	0.9	1	-2	-2	1	-6	-2
33	COc1cccc(C(=O)NNC(=O)Cc2ccc([N+](=O)[O-])cc2)c1	1	2	-1	0.6	0.9	2	-2	1	-14	14
34	CCn1ncc(/C=N\NC(=O)c2cc(-c3ccc(C)cc3C)nc3ccccc23)c1C	1	5	30	0.4	0.9	10	-3	0.9	4	6
35	C=CCSc1nc2ccccc2c(=O)n1Cc1ccccc1	1	-21	7	2.0	1	-2	0	1	-11	-3
36	Cc1cc2c(c(SCC(=O)NCc3ccccc3Cl)n1)C(=O)OC2	1.1	8	-4	1.0	0.9	-1	-7	1	-12	14
37	Cc1cc(CNC(=O)C(C)n2nc(C)c([N+](=O)[O-])c2C)c2ccccc2n1 (stereo not given)	1	21	-2	-0.3	1	-1	-1	1	-1	-4
38	O=S(=O)(c1ccccc1)c1nc(NCc2cccnc2)sc1Cl	1	3	-3	1.7	1.1	-7	1	1.1	-20	-6
39	Cc1nn(C)cc1[C@@H]1C[C@H]2CN(Cc3cccc(Cl)c3)C(=O)[C@]23CCCN13	1	-1	-4	0.4	1	-4	-4	1	-11	-3
40	COc1ccc(C(=O)N/C(=C/c2ccco2)C(=O)NC2CCS(=O)(=O)C2)cc1 (stereo not given)	1	-1	-2	-0.4	1	0	-1	1	-7	0
41	CCOC(=O)Cc1csc(NC(=O)CCSc2ccccc2)n1	1	8	-6	0.7	1.1	-5	-1	1	-8	-9
42	Cn1c2c(c(=O)n(C)c1=O)C(c1ccc(Cl)cc1)C(C#N)=C(N)O2 (stereo not given)	1	0	0	1.8	0.6	-1	-5	1	-9	36
43	COc1ccccc1CC(=O)Nc1ccc(Cl)cc1C(=O)O	1.1	-6	-3	1.6	1	-6	-8	1.1	-6	2
44	CN(Cc1ccccc1)C(=O)c1nc2ccccn2c1CN1CCc2sccc2C1	1	1	23	0.1	1.1	-6	-2	1.1	-6	-9
45	O=C1N/C(=C/c2cccn2-c2ccc(F)cc2)C(=O)N1Cc1ccccc1	1	2	-2	3.7	0.9	-1	-3	1	-3	12
46	Cc1ccc(-c2ccc(CCC(=O)O)n2CC2CCCO2)cc1 (stereo not given)	1.1	6	-1	0.4	1	-2	-7	1	-9	2
47	CCOc1ccc(NC(=O)COc2nsnc2N2CCOCC2)cc1	1.1	-1	3	1.9	0.9	-1	-5	1	1	7
48	COc1ccc(C(=O)CSc2nnc(NC(=O)C3CC(=O)N(c4ccccc4)C3)s2)cc1 (stereo not given)	1	-4	-6	1.4	0.9	1	-4	1	-6	8
